# CAL PDZ FP-1: untagged CAL PDZ binding inhibitors, primary screen, biochemical, fluorescence polarization, HTS | purified CAL PDZ, TMR-peptide fluorescence polarization, 1 h | AID 602252, 2012 | 0.92% of 300,000 active | Golgi-associated PDZ and coiled-coil motif-containing protein (Homo sapiens), Q9HD26 | inhibition, % at 24.9 µM;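 active means mean inhibition of at least 30% with at least half of replicates also reaching 30%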;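 further: 0% = DMSO neutral control and 100% = excess unlabeled competitor peptide PRC23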
# MITF act: activators of MITF-driven TRPM1 promoter reporter, primary screen, cell-based, SK-MEL-5, luciferase, single point; activation, % at 12.5 µM; 0.75% of 300,000 active; SK-MEL-5 TRPM1-promoter luciferase, 24 h; % of positive control, neutral wells = 0;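 active means mean activation of at least 80% with every replicate also reaching 80%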;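 further: 0% = neutral control wells and 100% = parthenolide positive control wells; values of inactives mirror those of a sister screen read the other way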
# CAL PDZ FP-2: CAL PDZ peptide-binding inhibitors, primary screen, biochemical, fluorescence polarization, Cer-tagged CAL PDZ, HTS. purified CAL PDZ, TMR-peptide fluorescence polarization, 1 h. AID 504414, 2011. 0.02% of 330,000 active. inhibition, % at 20 µM;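 active means highest replicate inhibition of at least 40%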;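 further: plate controls were DMSO neutral control wells for no effect and unlabeled competitor peptide control wells for full effect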
#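 Control set: unlabelled peptide and DMSO controls / Material: purified CerCALP PDZ construct / Timing: 1 h incubation at room temperature before polarization reading / Doses: 20 µM, one dose / Detection: fluorescence polarization (mP)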
# SR-BI uptake up: activators of SR-BI mediated DiI-HDL uptake, primary screen, ldlA[mSR-BI] CHO cells, DiI fluorescence; 3 h; 100 = double the neutral-control signal; activation, % at 12.5 µM; 0.096% of 320,000 active; AID 504775, 2011;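 active means mean replicate activation of at least 60% and every replicate at or above 60%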;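 further: 0% = median plate neutral-control signal and 100% = twice that signal; values of inactives mirror those of a sister screen read the other way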
#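 Material – SR-BI-overexpressing, LDLR-lacking CHO cells · Medium – BSA-supplemented, HEPES-buffered Ham's F12, pH 7.4 · Doses – single concentration · Times – compound with DiI-HDL co-incubation, 3 h at 37 °C · Measured by – bottom-read fluorescence, 550/595 nm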
# Wnt bcat act: Wnt/beta-catenin pathway activators, primary screen, cell-based, plate reader, single point | Wnt/beta-catenin reporter cell assay, activator | 1.2% of 300,000 active | activation, % at 9.35 µM; in the data active means activation above about 30%, passing the limit was not always enough;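 further: 0% = neutral control wells and 100% = positive control wells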
# Tat transport: E. coli Tat export inhibitors, primary screen, MC4100, TorA-mCherry reporter, fluorescence, single point; inhibition, % at 10 µM; 0.036% of 340,000 active;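 active means mean replicate inhibition at least 50% and at least half of replicates individually reaching 50%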;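 further: exported cargo escapes ClpAP degradation while cytoplasmic cargo is degraded and loses fluorescence; 0% = median of neutral control wells and 100% = median of NaSCN control wells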
# AddAB inh: growth inhibition of E. coli expressing H. pylori AddAB, primary screen, AddAB inhibitor project, absorbance. inhibition, % at 11.9 µM. 0.29% of 330,000 active. AID 435030, 2010; in the data active means inhibition above about 12%;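 further: 0% = vehicle wells of infected cells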
# E coli growth: E. coli V3065 growth inhibition, primary screen, counter-screen for AddAB inhibitor project, absorbance, OD600; 18 h; inhibition, % at 11.9 µM; 0.27% of 330,000 active;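 active means inhibition above the campaign's mean inhibition across all tested compounds plus 3 SD, cut at about 9.9% in these data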;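 further: uninfected addAB+ strain grown without phage in ampicillin broth; 0% = DMSO wells and 100% = ciprofloxacin 0.95 µg/ml wells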
# SR-BI DiI inh: inhibitors of SR-BI mediated HDL lipid uptake, primary screen, ldlA[mSR-BI] cells, fluorescence, single point | Scavenger receptor class B member 1 (Mus musculus), Q61009 | inhibition, % at 12.5 µM | AID 488896, 2010 | ldlA[mSR-BI] CHO cells, DiI-HDL uptake fluorescence, 3 h | 0.96% of 320,000 active;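 active means mean replicate inhibition of at least 70% and a set share of replicates each scoring 70 or more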;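 further: 0% = median of neutral control wells and 100% = median of positive control wells; values of inactives mirror those of a sister screen read the other way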
# Target sequence (Q61009 whole entry, looked up): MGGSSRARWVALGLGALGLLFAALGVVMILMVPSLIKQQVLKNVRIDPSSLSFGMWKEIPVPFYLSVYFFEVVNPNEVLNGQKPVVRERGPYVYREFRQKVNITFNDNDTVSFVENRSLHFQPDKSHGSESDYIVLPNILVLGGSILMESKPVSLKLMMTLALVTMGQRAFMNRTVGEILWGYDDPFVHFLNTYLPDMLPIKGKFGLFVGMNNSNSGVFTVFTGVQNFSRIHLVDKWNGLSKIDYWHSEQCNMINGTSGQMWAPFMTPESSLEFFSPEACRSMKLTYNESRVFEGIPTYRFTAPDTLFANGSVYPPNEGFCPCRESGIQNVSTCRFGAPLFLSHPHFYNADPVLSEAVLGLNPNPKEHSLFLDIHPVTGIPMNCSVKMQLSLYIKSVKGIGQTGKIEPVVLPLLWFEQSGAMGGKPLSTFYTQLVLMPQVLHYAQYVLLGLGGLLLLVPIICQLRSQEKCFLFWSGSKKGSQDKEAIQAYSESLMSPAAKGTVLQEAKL
# phage Ecoli inh: growth loss of phage-infected E. coli, primary screen, RecBCD inhibitor project, absorbance, with phage, HTS; 0.26% of 360,000 active; AID 651602, 2012; inhibition, % at 11.9 µM; in the data active means inhibition above about 11%
# Numbers without * were called inactive; . = not tested or not shown.
SMILES,CAL PDZ FP-1,MITF act,CAL PDZ FP-2,SR-BI uptake up,Wnt bcat act,Tat transport,AddAB inh,E coli growth,SR-BI DiI inh,phage Ecoli inh
CN(C)CCOC(=O)NCC12CC3CC(CC(C3)C1)C2,-4,4,-1.0,0,-1,-1,-2.1,-1.8,0,2.8
O=C1C=C(c2cccnc2)CCC1,-7,0,1.1,6,1,-1,-1.1,-2.1,-6,1.4
O=C(COc1ccccc1)NC1CCSc2ccccc21 (centres undefined),-2,12,-1.2,7,11,15,-0.9,0.1,-7,2.4
Cc1onc(-c2ccccc2Cl)c1C(=O)N(Cc1ccc(N(C)C)cc1)C(C)C,.,.,-1.1,4,-1,-13,-0.5,-1.0,-4,-0.1
Cc1c(NC(=O)OCCNC(=O)COc2ccc(Cl)cc2Cl)sc(=S)n1C,6,-2,2.2,-36,.,-9,0.8,-1.1,36,0.8
Cc1cc(COc2ccccc2OCCN2CCN(C)CC2)no1,-5,0,-0.2,12,-1,10,-1.6,0.2,-12,-1.2
CC1(C)N([O-])C(c2cccs2)=C[N+]1=O,1,.,-2.1,20,.,-1,0.8,-3.5,-20,1.9
O=C(CN1C(=O)COc2ccccc21)NCCN1CCOCC1,0,-2,-2.3,12,12,-17,1.0,0.2,-12,2.2
CCN(CC(=O)NCc1cccs1)C(=O)c1ccc(Cl)c(Cl)c1,3,12,0.4,-9,-1,0,2.0,0.2,9,-1.1
CCOC(=O)c1sc(=NC(=O)c2cc(OC)c(OC)c(OC)c2)n(C)c1C,-3,-2,-2.2,-74,.,4,1.7,0.6,74*,0.2
O=C(c1ccc2snnc2c1)N1CCN(c2ccccn2)CC1,-4,-3,-0.3,8,.,-3,0.1,-1.4,-8,0.8
Cc1nc(S(=O)(=O)N2CCOCC2)c(C#N)c(C)c1Cl,5,-15,-0.8,-12,.,6,-1.6,-4.8,12,-0.9
O=C(Nc1ccccc1C(=O)N/N=C/c1ccc(F)cc1)c1ccccc1Br,0,9,-2.5,5,.,4,0.3,-0.7,-5,1.5
Cc1c(C(=O)N2CCCCC2)c(S(=O)(=O)NCCc2ccc(S(N)(=O)=O)cc2)c(C)n1C,-2,1,-1.5,23,0,-2,3.5,2.7,-23,0.6
COc1ccc(NC(=O)CCSc2ccc(C)cc2)cc1S(=O)(=O)Nc1ccccc1Cl,-1,-5,-0.8,6,-1,1,3.1,0.8,-6,2.4
CCNc1nc(NCC)n2c(SCC(=O)Nc3ccccc3F)nnc2n1,.,3,-0.3,15,-2,-5,0.6,2.3,-15,-0.2
O=C(Nc1ccc(C2CC2(Cl)Cl)cc1)c1ccccc1Br (centres undefined),2,49,-0.9,6,7,0,0.5,0.9,-6,4.5
O=C(CCC(=O)N1CCN(c2ccc(F)cc2)CC1)N1CCN(c2ccc(F)cc2)CC1,-7,-25,-21,-52,-2,-4,1.5,-1.0,52,3.2
CCOC(=O)c1ccccc1NC(=O)C1CCN(c2ncnc3sc(C)c(C)c23)CC1,-3,-14,-3.2,-27,.,-1,-0.3,1.0,27,.
O=C(NNC1CC(=O)N(c2ccc(Br)cc2)C1=O)c1cccs1 (centres undefined),-2,-3,-1.3,10,2,-1,0.6,2.4,-10,-2.0
COc1ccccc1C1NC(=O)CCC1[N+](=O)[O-] (centres undefined),-1,3,-0.4,16,-3,0,-0.3,-1.6,-16,1.3
CC(C)(C)c1csc(NC(=O)Cn2c(=O)oc3ccccc32)n1,-5,.,-2.4,4,-1,-1,4.9,2.8,-4,2.2
O=c1c(Cc2ccccc2)c(O)ccn1CCc1cnc[nH]1,-3,2,-2.2,51,-1,2,1.5,0.8,-51,1.1
Cc1ccc(NCC(O)C(O)C(O)CO)cc1C (centres undefined),.,-7,0.5,32,5,1,-3.0,-1.4,-32,4.3
CC(=O)OCCCCON1C(=O)c2ccccc2C1=O,1,-4,0.4,20,-1,2,4.3,1.3,-20,0.1
O=C(NNS(=O)(=O)c1ccccc1)c1cccnc1,-7,-4,-2.6,.,1,-11,3.2,-1.2,.,3.5
Cc1ccc(C)c(S(=O)(=O)N2CCN(C(=O)c3ccc(-n4cncn4)c([N+](=O)[O-])c3)CC2)c1,2,-5,0.5,-33,1,20,0.2,0.6,33,-1.2
O=[N+]([O-])c1cccc(CNCc2ccccc2)c1,3,-5,-1.6,6,0,-1,1.5,1.0,-6,2.9
O=C(CSc1ccc([N+](=O)[O-])cn1)Nc1ccc2c(c1)OCO2,-3,4,-3.4,-3,1,2,0.5,-0.6,3,2.1
CC1CCN(S(=O)(=O)c2ccc(Oc3ccc([N+](=O)[O-])cc3)cc2)CC1,.,-19,0.1,7,-4,4,2.3,1.2,-7,0.0
C=CC(=O)Nc1ccc(Nc2nc(NC3CCC(N(C)C)CC3)nc3c2ncn3C(C)C)cc1 (centres undefined),-2,-86,2.0,7,.,3,0.4,-0.9,-7,.
CN1CCN(C(=O)CN(C2CCCCC2)S(=O)(=O)c2ccccc2)CC1,4,1,-2.2,.,0,-8,.,.,.,-0.7
C=CCn1c(=O)c2c(nc(-c3ccc(S(=O)(=O)O)cc3)n2C)n(C)c1=O,0,10,0.3,13,-4,10,-2.6,-0.3,-13,4.1
CCOc1ccccc1-c1nc(-c2ccc(NC(=O)Cc3ccc(OC)cc3)cc2)no1,-7,1,0.1,-99,.,4,0.6,-0.9,99*,0.9
CCCC(=O)Nc1cc2c(cc1C(=O)c1ccccc1)OCCO2,4,-12,0.5,1,.,-10,2.0,-0.7,-1,0.8
COc1ccccc1C(=O)NNC(=O)c1ccc(NC(=O)C(C)C)cc1,66*,-23,-1.8,-11,-1,-4,.,.,11,2.3
Cc1ccc(S(=O)(=O)N(C)c2ccc3ccccc3c2)cc1,.,-1,-1.3,12,2,12,4.4,1.2,-12,-1.5
CCOC(=O)c1ccc(NC(=O)CC2COc3ccccc3O2)cc1 (centres undefined),0,.,-0.8,-5,-2,0,4.3,-0.4,5,2.1
Cc1ccc(-c2ccc(SCC(=O)N3CCN(c4ccccc4)CC3)nn2)cc1,-2,9,-0.3,-3,.,-10,0.0,-2.2,3,2.0
CN(Cc1cnccn1)C(=O)CC1C(=O)NCCN1Cc1cccc(F)c1 (centres undefined),0,-11,-0.3,8,0,2,0.3,-1.4,-8,0.9
C=CCN(C(=O)c1csnn1)C(C(=O)NC1CCCC1)c1cccs1 (centres undefined),-1,2,-3.2,1,-3,11,4.3,1.4,-1,0.5
CC1CCCCC1NC(=O)CSc1nnc(N)s1 (centres undefined),-1,13,-0.9,1,-2,-5,2.8,2.5,-1,5.0
Cc1c(NC(=O)Nc2ccc(Cl)c(Cl)c2)sc(=S)n1C,-1,11,-0.2,-90,.,8,2.5,1.0,90*,5.0
CC12CCC(C(=O)NCC3CCCO3)(OC1=O)C2(C)C (centres undefined),-1,1,0.3,6,.,-2,0.9,0.9,-6,-3.5
Cc1ccc2c(Cl)c(Cc3ccccc3)c(=S)[nH]c2n1,-5,.,-1.3,10,0,-2,.,.,-10,-3.2
COc1cc(C(=O)N(Cc2ccccn2)CC2CCCO2)cc(OC)c1OC (centres undefined),.,1,-2.9,24,-2,-13,-1.3,-1.2,-24,0.7
O=C(NCCSc1ccccc1)c1ccco1,-2,61,-2.9,19,.,0,0.7,-0.5,-19,2.6
Cc1cc(N2CCCCC2)nc(SCc2ccc(C#N)cc2)n1,-6,-5,-1.7,-49,-2,3,-2.4,-3.7,49,1.2
CCOc1ccc(OCCCC(=O)NCCc2ccc(OC)cc2)cc1,0,1,-3.2,34,0,-5,3.7,1.1,-34,0.9
Cc1c(NC(=S)NC(=O)c2ccc(Cl)cc2)c(=O)n(-c2ccccc2)n1C,.,.,-1.5,19,-4,3,1.5,0.2,-19,2.5
CCCc1cc(=O)[nH]c2nnc(SCC(=O)Nc3cc(C)on3)n12,-3,3,-2.1,4,0,-1,-2.1,-0.8,-4,3.2
COc1ccc(OCc2cc(C(=O)NCc3cccc(C)n3)no2)c(Cl)c1,-4,49,-3.3,-28,7,14,3.8,-0.5,28,2.7
Cc1cc(C)cc(NC(=O)CSc2nc3nc(C)cc(C)c3c(=O)[nH]2)c1,.,11,-2.9,-4,-2,2,1.7,-0.2,4,-1.1
O=C(O)c1ccccc1NC(=S)NC(=O)c1sc2ccccc2c1Cl,.,10,-2.4,10,3,-7,0.0,2.7,-10,3.8
O=C(NCCN1CCN(c2ccccc2F)CC1)C1CC(=O)N(C2CCCC2)C1 (centres undefined),-2,-6,-0.2,2,-3,-12,0.4,-2.5,-2,0.3
CCOc1ccc(NC(=O)N(CCCN2CCOCC2)Cc2cccnc2)cc1,.,12,0.6,-5,-2,3,2.4,-1.2,5,-1.3
CCOC(=O)N1CCN(C2CCCN(C(=O)c3ccccc3SC)C2)CC1 (centres undefined),-5,2,-1.7,4,0,0,1.4,3.4,-4,3.7
NC(=S)NNC(=O)c1ccccc1,4,8,-0.6,14,-4,-3,0.6,-3.1,-14,0.4
Cc1cccc(NC(=S)NNC(=O)c2csc(C(C)C)c2)c1,-5,.,-1.4,-15,50*,-3,0.9,-2.7,15,1.6
Cc1cc(C)c(S(=O)(=O)N2CCN(c3ccc([N+](=O)[O-])c(NCc4ccco4)c3)CC2)c(C)c1,-5,1,-0.5,.,3,3,3.7,1.1,.,1.4
Cc1cccc(C)c1NC(=S)N(Cc1ccco1)C1CCN(C(C)C)CC1,0,-5,-0.3,18,-1,-8,2.6,-3.3,-18,2.2
COC(=O)c1ccc2c(C)c(C3(O)CCCCC3)[nH]c2c1,0,74,1.0,-43,25,7,-2.2,-2.6,43,3.3

# Sorted by molar mass (smallest number first): some entries from above
SMILES,CAL PDZ FP-1,MITF act,CAL PDZ FP-2,SR-BI uptake up,Wnt bcat act,Tat transport,AddAB inh,E coli growth,SR-BI DiI inh,phage Ecoli inh
CCCc1cc(=O)[nH]c2nnc(SCC(=O)Nc3cc(C)on3)n12,-3,3,-2.1,4,0,-1,-2.1,-0.8,-4,3.2
CCOc1ccc(OCCCC(=O)NCCc2ccc(OC)cc2)cc1,0,1,-3.2,34,0,-5,3.7,1.1,-34,0.9
Cc1cccc(C)c1NC(=S)N(Cc1ccco1)C1CCN(C(C)C)CC1,0,-5,-0.3,18,-1,-8,2.6,-3.3,-18,2.2
O=C(O)c1ccccc1NC(=S)NC(=O)c1sc2ccccc2c1Cl,.,10,-2.4,10,3,-7,0.0,2.7,-10,3.8

# Assay outcomes (PubChem)
